yeast cln2 rad14 = NCI yeast anticancer drug screen, S. cerevisiae cln2 rad14 strain. % growth inhibition at 50 µM. actives 8.3% (n = 78,000). AID 165;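 also: 0% = growth of vehicle-only cultures of the same strain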
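The screen exposed genetically defined yeast (cln2 rad14) to test compounds and scored growth inhibition relative to vehicle-treated controls.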
sgs1 mgt1 = NCI yeast anticancer drug screen, S. cerevisiae sgs1 mgt1 strain. actives 10% (n = 78,000). % growth inhibition at 50 µM;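 also: 0% = growth of vehicle-only cultures of the same strain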
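This yeast growth screen uses a strain with defined DNA-repair lesions; compound-treated growth is compared with vehicle-treated growth.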
yeast mlh1 rad18 = NCI yeast anticancer drug screen, S. cerevisiae mlh1 rad18 strain; growth inhibition, % at 50 µM; actives 11% (n = 79,000); AID 175;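 also: 0% = growth of vehicle-only cultures of the same strain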
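Yeast w/ defined DNA-repair lesions; compound exposure; growth vs vehicle controls → % inhibition.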
mec2-1 = NCI yeast anticancer drug screen, S. cerevisiae mec2-1 strain; actives 9% (n = 79,000); growth inhibition, % at 50 µM; AID 157;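 also: 0% = growth of vehicle-only cultures of the same strain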
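Yeast mec2-1 mutant treated with compound. Readout: growth inhibition vs vehicle controls.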
bub3 = NCI yeast anticancer drug screen, S. cerevisiae bub3 mutant strain; actives 9.9% (n = 78,000); AID 167; growth inhibition, % at 50 µM;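 also: 0% = growth of vehicle-only cultures of the same strain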
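Mutant yeast screening strain plus compound; vehicle-treated cultures serve as the 0% inhibition reference.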
rad50 = NCI yeast anticancer drug screen, S. cerevisiae rad50 strain; growth inhibition, % at 50 µM; actives 10% (n = 79,000); AID 155;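 also: 0% = growth of vehicle-only cultures of the same strain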
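Cells are treated with compound, grown, and their growth is then scored against vehicle-only cultures of the same repair-deficient yeast strain.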
Numbers without * were called inactive; . = not tested or not shown; & = joins results of further samples. Rule as the data show it: active = growth inhibition above about 70%; inactive = the rest. Compounds were not picked by outcome; about 13% have a hit in one of these screens.

SMILES	yeast cln2 rad14	sgs1 mgt1	yeast mlh1 rad18	mec2-1	bub3	rad50
CC1=C(C(=O)OCCO[N+](=O)[O-])C(c2ccccc2C(F)(F)F)C(C(=O)OC(C)C)=C(C)N1 (stereo not given)	53	33	-27	17	30	45
O=S(=O)([O-])c1ccc2c[n+]3ccccc3cc2c1	-45	-1	-10	5	6	-16
NCCNC(=O)c1ccccc1	17	1	5	2	-8	-6
Cc1ccc(S(=O)(=O)NC(Cc2ccccc2)C(=O)NCc2cccnc2)cc1 (stereo not given)	4	5	5	-8	-4	24
COc1cc(/C=C(/NC(=O)c2ccccc2)C(O)=C(C#N)C#N)ccc1O	9	2	10	-1	33	-8
Cc1ccc(C)c(N2C(=O)C(=O)c3c(C)ccc(C)c32)c1	90*	98*	99*	99*	98*	99*
O=C(NN1C(=O)CS(=O)(=O)C1c1ccc(C(F)(F)F)cc1)c1ccncc1 (stereo not given)	9	6	8	2	1	-11
COC(=O)C(=O)C(C(=O)C(=O)Nc1ccc([N+](=O)[O-])cc1)c1nc2ccccc2[nH]c1=O (stereo not given)	15	20	30	-6	12	10
CC(C)CC(NC(=O)C(O)C(N)Cc1ccccc1)C(=O)O (stereo not given)	48	60	-22	27	36	56
Clc1c(Cl)c(Cl)c2c(nnn2C2CCCO2)c1Cl (stereo not given)	75*	78*	84*	85*	83*	78*
CN=C(N)SCCCSC(N)=NC	31	28	8	14	16	18
Nc1ncc2c(n1)-c1ccccc1OC2	-1	-12	-10	3	-21	-30
CC(=O)OCCn1c(C)nc2cc(Cl)c(Cl)cc21	32	16	36	5	24	33
CCOC(=O)c1cc(/C=C/c2ccc(Cl)cc2)on1	28	28	33	22	10	13
COc1ccc(SC/C(=N\NOS(=O)(=O)c2ccc(C)cc2)c2ccccc2)cc1	61	93*	88*	34	61	85*
C=C(C[N+](C)(C)C)N/N=C/c1oc(-c2ccc(OC)c(OC)c2)c(-c2ccc(OC)c(OC)c2)c1[N+](=O)[O-]	51	49	43	48	38	49
C=C1CC2(C[C@@H](c3ccccc3)O[C@@H](c3ccccc3)C2)OC1=O (stereo not given in full)	90*	94*	93*	95*	95*	95*
COc1ccc2nccc(Cl)c2c1	-7	2	6	12	15	12
O=C1OC(C(O)C(O)C(O)CO)C(O)C1O (stereo not given)	-40	-12	5	-30	28	-10
CC(N)c1ccc(OCCOc2ccc(C(C)(C)CC(C)(C)C)cc2)cc1 (stereo not given)	98*	43	99*	99*	99*	99*
O=C1NC(=Nc2ccccc2Cl)SC1C(=O)Nc1ccc([N+](=O)[O-])cc1[N+](=O)[O-] (stereo not given)	-29	-34	-12	8	8	8
CN(C)c1ccc2cc3c(cc2c1)Oc1ccccc1N3.[Cl][Zn][Cl]	84*	88*	83*	85*	84*	84*
O=C1O[C@@H](c2ccccc2)C[C@H]1CN1CCOCC1	50	40	52	24	33	60
Oc1ccc(Cl)cc1/C=N/NC(=S)Nc1cccc2cccnc12	21	11	16	13	20	24
CCOc1ncc(C(=O)c2ccc(F)cc2)c(OCC)n1	-50	-7	-18	-17	13	-17
CC(=O)c1cccc(NC(=O)C(=O)Nn2c(N)nnc2N)c1	28	-8	-10	-13	9	-6
O=C1CCCc2c1cc1c3c(cccc23)CC1	-16	1	-2	-23	10	-10
COc1cc(OC)c2c(=O)c(O)c(-c3ccc(OC)c(OC)c3)oc2c1	5	20	1	26	-4	32
c1ccc2[nH]ncc2c1	10&6	5&2	1&3	-20&0	-7&-7	10&-1
CN(C)C(=O)C(=O)C1C=Cc2ccccc21 (stereo not given)	.	.	-8	-20	.	-8
COc1ccc(C(C#N)C(=O)CCC(=O)C(C#N)c2ccc(OC)c(OC)c2)cc1OC (stereo not given)	-15	-9	27	3	-3	28
COc1c(O)cc(C=O)cc1[N+](=O)[O-]	69	40	8	2	-10	7
CN(C)CCCN=c1c2ccccc2n(O)c2ccccc12	25	-33	8	-7	-9	-28
COc1cccc(-c2cc(=O)c3cc(OC)ccc3[nH]2)c1	6	-14	-13	-2	13	-20
C[Si](C)(C)O/C=C1/CCOC1=O	-6	-14	-45	46	-40	47
C=C1C2CCC(C2)C1(C)CC/C=C(/C)CO (stereo not given) (tested in a mixture with another compound)	7&20	42&33	26&16	7&10	20&36	48&34

Reformatted field by field: part of the list above
CN(C)C(=O)C(=O)C1C=Cc2ccccc21 (stereo not given)
  yeast cln2 rad14: .; sgs1 mgt1: .; yeast mlh1 rad18: -8; mec2-1: -20; bub3: .; rad50: -8
COc1ccc(C(C#N)C(=O)CCC(=O)C(C#N)c2ccc(OC)c(OC)c2)cc1OC (stereo not given)
  yeast cln2 rad14: -15; sgs1 mgt1: -9; yeast mlh1 rad18: 27; mec2-1: 3; bub3: -3; rad50: 28
C[Si](C)(C)O/C=C1/CCOC1=O
  yeast cln2 rad14: -6; sgs1 mgt1: -14; yeast mlh1 rad18: -45; mec2-1: 46; bub3: -40; rad50: 47
COc1cc(OC)c2c(=O)c(O)c(-c3ccc(OC)c(OC)c3)oc2c1
  yeast cln2 rad14: 5; sgs1 mgt1: 20; yeast mlh1 rad18: 1; mec2-1: 26; bub3: -4; rad50: 32

Additional entries:
SMILES	yeast cln2 rad14	sgs1 mgt1	yeast mlh1 rad18	mec2-1	bub3	rad50
CC(C)OC(=O)C1=C(C(=O)OC(C)C)CCCC1	13	4	14	22	3	5
CC(Br)C1=CC(c2ccccc2)(c2ccccc2)c2ccccc21 (stereo not given)	97*	98*	97*	98*	97*	97*
O=C1c2ccccc2-c2ccc(N3C(=O)c4c(Br)c(Br)c(Br)c(Br)c4C3=O)cc21	-37	13	-18	-2	-5	11
Cc1ccc(S(=O)(=O)Nc2ccccc2C2Nc3ccccc3C(=O)O2)cc1 (stereo not given)	.	.	-13	-7	.	-24
Nc1ncnc2c1ncn2C1CC(O)C(COP(=O)(O)O)O1 (stereo not given)	-23	1	5	-5	0	0
CC(C)CCN1CCC2(CCCCC2)CC1	88*	51	66	24	60	41
CCCCOC(=O)OC(C)(C)C(=O)OCC	0	-9	8	-7	4	-8
COC(=O)c1nc2c(N)nc(-c3ccccc3)nc2nc1N	11	23	-2	-7	-17	9
CCOC(=O)c1cn(C2OC(COC(=O)c3ccccc3)C(OC(=O)c3ccccc3)C2OC(=O)c2ccccc2)c(=O)nc1N (stereo not given)	-32	18	-7	-12	7	-1
Cc1ccsc1/C=N/Nc1cc(C)c2ccccc2n1	36	40	16	-6	27	41
NS(=O)(=O)c1ccc(NC(=O)c2cccc3c(Nc4ccc(S(N)(=O)=O)cc4)c4ccccc4nc23)cc1	29	-32	69	18	-5	14
C/C(=N\N=C(/C)c1cccc2ccccc12)c1cccc2ccccc12	-16	5	-36	-1	-18	-9

Complete entries as entered above:
`CC(Br)C1=CC(c2ccccc2)(c2ccccc2)c2ccccc21` (stereo not given) in the list: yeast cln2 rad14 = 97*; sgs1 mgt1 = 98*; yeast mlh1 rad18 = 97*; mec2-1 = 98*; bub3 = 97*; rad50 = 97*
`Nc1ncnc2c1ncn2C1CC(O)C(COP(=O)(O)O)O1` (stereo not given) in the list: yeast cln2 rad14 = -23; sgs1 mgt1 = 1; yeast mlh1 rad18 = 5; mec2-1 = -5; bub3 = 0; rad50 = 0
`CC(C)CCN1CCC2(CCCCC2)CC1` in the list: yeast cln2 rad14 = 88*; sgs1 mgt1 = 51; yeast mlh1 rad18 = 66; mec2-1 = 24; bub3 = 60; rad50 = 41

Following part
SMILES	yeast cln2 rad14	sgs1 mgt1	yeast mlh1 rad18	mec2-1	bub3	rad50
CC(C)(C)CC(C)(C)Nc1ccc(C(N)=O)cc1	-8	-21	10	15	8	-2
Cc1ccc(Nc2c3ccccc3nc3ccccc23)cc1	91*	94*	97*	88*	88*	98*
CCOC(OCC)/C(C)=N/N(C)C	7	-5	-2	9	-6	5
CCOC(=O)C1CCCCCCC1=O (stereo not given)	13&10	-5&-2	3&-3	13&11	-5&7	4&13
CNC(=O)c1ccccc1CC1(O)CCCC1	8	0	-25	-16	-10	-10
C=C1CC2(CC(c3ccccc3OC)OC(c3ccccc3OC)C2)OC1=O (stereo not given)	72*	54	.	75*	60	61
COC(=O)c1ccccc1/C=C1/Cc2ccccc2C1=O	-8	-10	-4	1	3	-6
CN(C)CC(CN(C)C)C(=O)c1ccc(OC2OC(CO)C(O)C(O)C2O)cc1 (stereo not given)	5	-18	2	-3	-9	-5
Nc1n[n+](-c2cccc([N+](=O)[O-])c2)no1	5	69	33	16	81*	32
N=Nc1c(O)[nH]c2ccccc12	-8	3	0	-1	-11	18
C=CCOC(=O)OC(C)C(=O)OCC=C (stereo not given)	8	15	-2	13	-2	27
Fc1cccc(F)c1C1SCc2nc3ccc(Cl)cc3n21 (stereo not given)	-37	9	-11	6	1	-20
CN(C)Cc1ccc(O)c(CN(C)C)n1	-4	-15	-19	-19	-50	-21
CCC(=O)C1(N2CCOCC2)CCN(CCCC(=O)c2ccc(F)cc2)CC1	2	-2	22	-9	0	-25
C/C(Cl)=N\OC(=O)Nc1ccccc1C(F)(F)F	40	-27	-9	15	35	-36
c1ccc2c(c1)Nc1ccccc1O2	3	2	26	6	-13	-4
COc1cccc(OC(=O)Nc2ccccc2)c1	-41	-10	3	-11	-21	3
CCCCCCCCCCCCCCCCCCCCc1ccccc1	13	1	26	10	-14	26
CCCCCCCCCCCCCCCCS(=O)(=O)N/N=C(/C)N(C)c1ccc(OC)cc1	-10	-6	-7	-32	-15	-15
O=S(=O)(/C=C\c1ccccc1)Oc1ccccc1	-32	-10	-15	-26	1	6
CC(C)NC(=S)Nc1ccccc1N	-41	-12	-22	-40	-13	-33
CC(O)CNc1ncnc2ccccc12 (stereo not given)	-5	-3	4	-12	9	-14
CC(C)NC(=O)c1ccccc1Sc1ccccc1	8	-1	-1	-1	6	-21
Nc1ncnc2c1ncn2C1OC(CO)CC1F (stereo not given)	3&-10	0&-18	-29&-13	-8&-6	7&8	-23&-2
COC(=O)C1CCC(C(=O)OC)CC1 (stereo not given)	-1	-2	-11	-23	-9	-4
CSc1cc(C)c(C#N)c(SC)n1	-6	-13	-12	-32	0	-33
Cc1ccc(NC(=O)NCc2ccncc2)cc1NC(=O)NCc1ccncc1	20	21	25	15	31	13
CCS(=O)c1c(Cl)c(Cl)c(Cl)c(Cl)c1Cl (stereo not given)	3	-6	-9	-5	-2	-19
C[N+](C)(N)Cc1nc(-c2ccc(Cl)cc2)no1	23	-37	-13	-20	-5	6
COc1ccc(CN)cc1	3	-15	-3	-10	7	-1
CN1C(=O)/C(=C2\SC(=O)N(CN3CCOCC3)C2=O)c2cc(Br)ccc21	19	7	26	13	-5	9
CCCCCCCCCCCCCC(=O)Oc1ccc[nH]c1=O	11	-16	1	-20	1	-12
CCOCCOC(=O)CCCCCCCCC(=O)OCCOCC	38	13	26	12	26	10
NC(=O)Nc1cccc(O)c1	20&5	14&6	16&7	23&-2	18&-5	28&1
CC(OC(C)c1ccccc1)c1ccccc1 (stereo not given)	6	5	4	2	7	6
c1ccc2c(c1)CNNC2	11	-6	-8	-4	16	11
C(=N/N=C/c1cccnc1)/c1cccnc1	7	0	28	5	4	18
